# Pf growth 48h: Primary qHTS for delayed death inhibitors of the malarial parasite plastid, 48 hour incubation; Potency, µM (doses to about 28.7 µM), for the others: top-dose activity change, negative = inhibition, most hits filed as inhibitors; P. falciparum luciferase growth in erythrocytes, 48 h; AID 504832, 2011; 310,000 compounds, 5.9% hits; also: potency is read from the fitted curve at half-maximal effect; % is scaled to controls: 0 for no effect and ±100 for the full control effect
#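 Luciferase-expressing parasites in RBCs, 2% Hct / 0.1% parasitemia final; RPMI 1640 + 0.5% Albumax; 37 C, 5% CO2, one generation; luminescence read-out, lower signal = inhibition.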
# LmPK inhibitor: qHTS Assay for Inhibitors of Leishmania Mexicana Pyruvate Kinase (LmPK); 290,000 compounds, 0.37% hits; Potency, µM (doses to about 57.5 µM), for inactives: top-dose activity change, negative = inhibition, hits mostly inhibitors; purified LmPK, Kinase-Glo ATP luminescence, 1 h; Q27686; also: potency is read from the fitted curve at half-maximal effect; % is scaled to controls: 0 for no effect and ±100 for the full control effect
# Target sequence (Q27686 whole entry, looked up): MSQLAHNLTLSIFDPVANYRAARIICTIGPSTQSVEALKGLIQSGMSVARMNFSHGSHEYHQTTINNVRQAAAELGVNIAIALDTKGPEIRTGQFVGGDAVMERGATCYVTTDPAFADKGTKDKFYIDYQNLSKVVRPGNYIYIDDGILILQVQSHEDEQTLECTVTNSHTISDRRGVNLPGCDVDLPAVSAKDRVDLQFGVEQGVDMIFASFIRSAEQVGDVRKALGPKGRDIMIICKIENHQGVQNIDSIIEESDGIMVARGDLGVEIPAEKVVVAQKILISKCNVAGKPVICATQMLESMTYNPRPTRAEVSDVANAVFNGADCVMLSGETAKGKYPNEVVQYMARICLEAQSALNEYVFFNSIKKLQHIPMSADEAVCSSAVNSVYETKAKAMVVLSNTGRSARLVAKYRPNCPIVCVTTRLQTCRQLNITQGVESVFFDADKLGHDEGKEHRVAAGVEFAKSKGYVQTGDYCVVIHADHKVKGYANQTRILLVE
#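 Screened at intermediate enzyme activity to detect both inhibitors and activators: LmPK at 0.1 nM, with a 0.5 nM enzyme column as activation reference. PEP 0.5 mM, ADP 0.1 mM; ATP detected by luminescence after 1 h.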
# AmpC no deterg: qHTS Inhibitors of AmpC Beta-Lactamase (assay without detergent) | P00811 | 330,000 compounds, 0.52% hits | Potency, µM (highest dose often 57.1 µM), for the others: at the highest dose activity change, negative = inhibition, actives largely listed as inhibitors | AmpC nitrocefin hydrolysis, absorbance 480 nm, 0.0001% Triton | AID 485341, 2010;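 also: potency is read from the fitted curve at half-maximal effect; plate controls were no compound for no effect and no enzyme for full effect; nearly all actives have a fitted effect of over 20% in size; some results filed as inactive show a strong effect at the top dose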
# Target sequence (P00811 whole entry, looked up): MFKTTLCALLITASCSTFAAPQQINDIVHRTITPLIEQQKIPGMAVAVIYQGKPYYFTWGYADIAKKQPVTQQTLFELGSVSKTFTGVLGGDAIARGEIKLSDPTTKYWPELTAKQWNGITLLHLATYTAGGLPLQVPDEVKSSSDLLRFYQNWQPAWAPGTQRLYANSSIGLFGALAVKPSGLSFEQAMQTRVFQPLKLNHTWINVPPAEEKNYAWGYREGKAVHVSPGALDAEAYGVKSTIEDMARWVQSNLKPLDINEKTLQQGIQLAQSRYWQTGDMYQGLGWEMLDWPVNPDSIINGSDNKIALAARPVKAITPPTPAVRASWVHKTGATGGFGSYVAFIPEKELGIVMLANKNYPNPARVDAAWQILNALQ
#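 AmpC (5.3 nM in the dispensed reagent) in 20 mM phosphate pH 7.0 with 0.01% (detergent screen) or 0.0001% Triton X-100 was preincubated with compounds for 15 min at room temperature. Nitrocefin was then added from an 800 uM solution, and hydrolysis was followed at 480 nm.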
# TbPYK inhibitor: qHTS of Trypanosoma Brucei Inhibitors; TbPYK enzyme, Kinase-Glo Plus ATP luminescence, 45 min; Potency, µM (highest dose often 76.8 µM), for the others: at the highest dose activity, negative = inhibition, usual class: inhibitors; 410,000 compounds, 0.12% hits; AID 624173, 2012; also: potency is read from the fitted curve at half-maximal effect; % is scaled to controls: 0 for no effect and ±100 for the full control effect; nearly all actives have a fitted effect of over 50% in size
#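 Activity of T. brucei pyruvate kinase was followed by Kinase-Glo Plus luminescence after the enzyme reacted 45 min at room temperature with 130 uM ADP (final) and substrate. Test compounds were added before ADP at multiple concentrations.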
# Shiga inhibitor: A qHTS for Small Molecule Inhibitors of Shiga Toxin; 290,000 compounds, 9.2% hits; inhibition, % at 38.7 µM; Vero cells, Shiga toxin protein synthesis inhibition reporter; in the data active = inhibition mostly above about 28%, no sharp cut-off; inactive = mostly below about 43%; also: 0% is about no effect
# CHX counter: Cycloheximide Counterscreen for Small Molecule Inhibitors of Shiga Toxin; 300,000 compounds, 12% hits; max response, %; AID 2314, 2010; cell reporter, cycloheximide protein synthesis inhibition counterscreen; in the data active = max response mostly above about 13%, no sharp cut-off; inactive = mostly below about 14%; also: read at 38.3 µM for the half of the compounds with a filed dose; 0% is about no effect
# Pf growth 96h: Primary qHTS for delayed death inhibitors of the malarial parasite plastid, 96 hour incubation; 320,000 compounds, 6.9% hits; P. falciparum luciferase reporter growth, 96 h; Potency, µM (doses to about 28.7 µM), for inactives: at the top dose activity change, negative = inhibition, usual class: inhibitors; also: potency is read from the fitted curve at half-maximal effect; % is scaled to controls: 0 for no effect and ±100 for the full control effect
#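 Cell-based qHTS: luciferase-tagged P. falciparum in erythrocytes (2% hematocrit, 0.05% parasitemia final) incubated with compounds for 96 hours, 37 C, 5% CO2; luciferase detection reagent then added and luminescence measured.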
# * = called active by the depositor; ? = inconclusive; nt = no result given; [ ] = remark or other dose. Unless noted, calls follow the shape of the dose curve; as a rule, active = well fitted curve in the direction sought with a large enough effect; inconclusive = small, poorly fitted or top-dose-only effect, or another doubt; inactive = no such curve, though single readings can be large; an effect the other way counts as inactive or inconclusive. No enrichment for hits. About 22% of those tested had a hit in this group.
# Below each compound: Pf growth 48h	TbPYK inhibitor	Shiga inhibitor	Pf growth 96h	LmPK inhibitor	CHX counter	AmpC no deterg
1. O=C(NC(=S)NNC(=O)c1ccc(Cl)cc1Cl)c1cccnc1
    0%	-18%	32	?	1%	-3	-30%
2. CCN(CC)CCNC(=O)c1c(O)c2ccccc2n(Cc2ccccc2)c1=O
    12µM*	1%	-20	4.1µM*	1%	-4	54%
3. Cc1ccc(CCc2nnc(SCC(=O)Nc3cccc(Cl)c3)n2-c2ccccc2)o1
    ?	-8%	-8	-26%	1%	-4	-28%
4. O=C(CN1C(=O)NC2(CCCC2)C1=O)N1CCN(S(=O)(=O)c2cccc(F)c2)CC1
    3%	0%	-27	20%	-14%	1	0%
5. CC(=O)NC1CC2CCC(C1)N2Cc1ccc(C)cc1 (stereo not given)
    nt	-7%	-16	-20%	-4%	-3	-24%
6. COc1ccc(OC)c(NC(=S)NCC(c2cccnc2)N2CCOCC2)c1 (stereo not given)
    0%	-2%	-3	38%[activator]	0%	0	-10%
7. O=C(CN1C(=O)NC2(CCc3ccccc32)C1=O)Nc1ccccc1C(F)(F)F (stereo not given)
    -26%	2%	nt	?	nt	nt	-21%
8. COc1ccc(C(=O)N/N=C/c2ccc3cccc(O)c3n2)cc1
    ?	-4%	22	73%	1%	11	-32%
9. CCc1cc(CNC(=O)CC2C(=O)NCCN2Cc2ccccc2C(F)(F)F)on1 (stereo not given)
    5%	2%	32	2%	1%	-1	28%
10. COc1ccc(Nc2nc(CC(C)=O)ns2)cc1OC
    ?	-10%	4	-6%	-7%	-5	-9%
11. O=C(Nc1nccs1)C1CCN(S(=O)(=O)c2cccs2)CC1
    0%	1%	-16	2%	3%	-2	-27%
12. CCN(CC)CCNc1nc2c(c(=O)[nH]c(=O)n2C)n1CC(O)COc1ccc(Cl)cc1Cl (stereo not given)
    ?	-6%	-5	12µM*	-1%	-3	-1%
13. O=[N+]([O-])c1cc(S(=O)(=O)N2CCCC2)ccc1SCCO
    -13%	4%	-5	-4%	-1%	-2	-39%
14. Cc1ccc2c(c1)c(N=Nc1cccc(C(=O)O)c1)c(O)n2C
    37%[activator]	-2%	60*	?	9%	16*	-25%
15. Cc1c(CN2CCC(C)CC2)c(=O)n(-c2ccccc2)n1C
    -21%	10%	-5	-18%	0%	-1	-29%
16. O=C1C=C(Nc2ccccc2)C(=O)c2ccccc21
    ?	-10%	81*	2.3µM*	?	48*	-23%
17. CCOC(=O)c1c(NC(=O)Nc2ccccc2)sc(C)c1C
    2%	2%	4	36%[activator]	8%	2	-29%
18. COC(=O)c1ccc(COc2ccccc2/C=C(\C#N)C(=O)Nc2ccc(C)cc2)cc1
    66%[activator]	-1%	99*	19%	-2%	87*	-19%
19. C[S+](C)CC[C@H](N)C(=O)O
    -4%	-4%	nt	0%	nt	nt	nt
20. COc1ccc(C2CC(=O)N(c3ccccc3)C3=C2C(=O)CCC3)cc1 (stereo not given)
    -5%	-3%	-18	0%	2%	8	24%
21. CC12CC(NC(=O)N1Cc1ccccc1)c1ccccc1O2 (stereo not given)
    -14%	1%	-5	?	4%	-7	-22%
22. Cn1c(=O)c2c(nc(Br)n2CCSc2ncccn2)n(C)c1=O
    31%[activator]	3%	-16	36%[activator]	-3%	-2	-5%
23. c1ccc2c(c1)nc(N1CCOCC1)c1c3ccccc3[nH]c21
    ?	5%	33	nt	7%	23	-24%
24. C=CCNCCCCOc1ccccc1-c1ccccc1
    ?	7%	-4	-24%	1%	-1	5%
25. O=c1cc(CN2CCN(c3ccccc3)CC2)c2cc(O)c(-c3ccccc3)cc2o1
    2.6µM*	6%	34	3.3µM*	1%	-2	-33%
26. C[C@@H]1NC(=O)c2cc([N+](=O)[O-])cc(I)c2OCC[C@@H](C(=O)NC(CC(=O)O)C(N)=O)NC(=O)[C@H](CCC(=O)O)NC1=O (stereo not given in full)
    2%	3%	-12	0%	1%	-3	166%[activator]
27. Cc1ccc(SCc2nc3ncccn3c2Br)cc1
    -18%	2%	37	-5%	5%	28*	13%
28. COc1ccc(C)cc1Nc1nc(N)c2ccccc2n1
    ?	-4%	55*	?	0%	28*	-3%
29. N/C(=N\OC(=O)c1ccc2c(c1)OCO2)c1cccc(Br)c1
    36%[activator]	-30%	87*	1%	13µM*	30*	-38%
30. COc1cc(C(C)=O)ccc1COc1ccc(C(=O)OCC(=O)NC2CCS(=O)(=O)C2)cc1OC (stereo not given)
    15%	-11%	-4	-10%	-1%	-3	125%[activator]
31. CSc1nc2c(cc1C#N)CCCCC2
    -5%	1%	28	?	-1%	-2	-22%
32. COc1ccc(S(=O)(=O)N(C)C)cc1NCC(=O)Nc1cccc(C#N)c1
    ?	7%	24	12µM*	1%	-3	-20%
33. Cc1nc(Nc2ccc3c(c2)OCCO3)c2nnn(Cc3ccccc3Cl)c2n1
    -69%	2%	153*	-8%	-1%	83*	-32%
34. CCOC(=O)c1c(NC(=O)CSc2ncnc3[nH]ncc23)sc2c1CCC(C)C2 (stereo not given)
    ?	-1%	-5	?	5%	-3	-15%
35. COc1ccc(-c2nc3c(c4nnc(SC(C)C(=O)Nc5ccccc5)n24)COC(C)(C)C3)cc1 (stereo not given)
    ?	-9%	-8	?	-4%	-4	-22%
36. CN1CCN(c2nc(-c3cccs3)cs2)CC1
    41%[activator]	-13%	61	47%[activator]	0%	27*	0%
37. CCN(CC(=O)Nc1c(F)cccc1F)C(=O)c1cc(S(=O)(=O)NCc2ccccc2)ccc1C
    ?	5%	nt	-25%	nt	nt	-27%
38. Cc1ccc(OCC(=O)NCc2ccco2)cc1C
    13%	-10%	16	62%[activator]	2%	7	-15%
39. Cn1cccc1C(=O)NNC(=O)COc1ccccc1Cl
    56%[activator]	-4%	nt	33%[activator]	nt	nt	-19%
40. CC(C)(C)C(=O)Nc1ccc(-c2nnc3n2CCCCC3)cc1
    7%	0%	-11	?	-8%	1	-14%
41. CC1CCc2nn(CC(=O)NCc3ccc(F)cc3)cc2C1 (stereo not given)
    -2%	-5%	-5	9.3µM*	8%	-3	?
42. NC(=O)c1ccsc1NC(=O)COC(=O)Cc1c[nH]c2ccccc12
    ?	3%	nt	-2%	nt	nt	-21%
43. COc1ccc2nc(NC(=O)c3ccc(NS(=O)(=O)c4cccs4)cc3)sc2c1
    -4%	-11%	23	?	0%	35*	2.5µM*
44. COc1ccc(C(CNC(=O)c2cccc(NS(=O)(=O)c3ccc(C)c(F)c3)c2)N2CCCC2)cc1 (stereo not given)
    ?	-18%	nt	?	nt	nt	22%
45. COc1cc(/C=C/c2nc3ccc([N+](=O)[O-])cc3s2)ccc1OCC(=O)O
    17%	nt	-1	116%[activator]	-1%	13	-15%
46. CCOc1ccccc1N/C=C/C(=O)C(C)(C)C
    -2%	0%	14	nt	-8%	-3	nt
47. COc1cccc(C(=O)NCc2ccco2)c1
    0%	-1%	-2	10µM*	2%	1	-26%
48. O=C(CSc1nnc(CNC(=O)c2ccco2)o1)Nc1cccc(C(F)(F)F)c1
    -11%	3%	-5	?	-2%	3	-1%
49. COc1ccc(OC)c(Cc2nnc(CCC(=O)NCc3ccsc3)o2)c1
    -16%	-16%	37*	1%	14%	17*	25%
50. Cc1cccc(N2CCN(C(=O)c3ccc(CNc4c(N5CCC(C)CC5)c(=O)c4=O)cc3)CC2)c1C
    -12%	-5%	-9	-54%	3%	6	-11%
51. CCC(=NCc1ccco1)c1c(O)n(C2CCCCC2)c(=O)[nH]c1=O
    ?	-1%	-4	?	6%	-4	-13%
52. O=C(CN(Cc1ccc(Cl)cc1)C(=O)CN1C(=O)COc2ccccc21)NC1CCCC1
    -26%	3%	15	-8%	-1%	3	-2%
53. CN(CC(=O)Nc1ccc(N2CCOCC2)cc1)Cc1cc(=O)n2ccsc2n1
    ?	3%	-6	22%	-3%	14	-11%
54. Cc1nc(Cl)sc1C(=O)Nc1cccc(Cl)c1
    -10%	0%	nt	?	1%	31*	-10%
55. Cc1ccc(-c2nnc(CSc3nncn3N)o2)cc1
    34%[activator]	10%	35	40%[activator]	4%	19*	-3%
56. COC(=O)c1scc(C)c1NC(=O)C(Cl)c1ccccc1 (stereo not given)
    ?	4%	-5	?	14%	-4	-3%
57. CCOC(=O)C1(C)NC(c2ccco2)C2C(=O)N(c3ccccc3)C(=O)C21 (stereo not given)
    4%	-3%	-9	?	9%	-2	-7%
58. CN(C)CCCNc1nc(N)c([N+](=O)[O-])c(NC2CCCCC2)n1
    -20%	2%	-7	-28%	6%	1	-1%
59. Clc1cccc(N2CCN(Cc3nnc(-c4ccccc4)o3)CC2)c1
    2%	4%	-4	14%	1%	2	84%[activator]
60. CN(C)c1ccc(/C=N/NC(=O)CNC(=O)/C=C/c2ccco2)cc1
    39%[activator]	5%	31	31%[activator]	-2%	3	-32%

# 2 of the compounds above, bar-delimited.
no. | Molecule | Pf growth 48h | TbPYK inhibitor | Shiga inhibitor | Pf growth 96h | LmPK inhibitor | CHX counter | AmpC no deterg
48 | O=C(CSc1nnc(CNC(=O)c2ccco2)o1)Nc1cccc(C(F)(F)F)c1 | -11% | 3% | -5 | ? | -2% | 3 | -1%
49 | COc1ccc(OC)c(Cc2nnc(CCC(=O)NCc3ccsc3)o2)c1 | -16% | -16% | 37* | 1% | 14% | 17* | 25%

# (more compounds)
# Below each compound: Pf growth 48h	TbPYK inhibitor	Shiga inhibitor	Pf growth 96h	LmPK inhibitor	CHX counter	AmpC no deterg
61. O=C(CSc1ccccn1)NC1CCCC1
    37%[activator]	nt	14	?	2%	7	-9%
62. Cc1cc(=O)[nH]c(N2CCc3ccccc3C2)n1
    19%	-2%	-10	nt	3%	-1	-11%
63. O=C(O)c1cc(NC(=O)c2cccc(N3C(=O)c4ccccc4C3=O)c2)cc(C(=O)O)c1
    5%	-7%	-3	15%	-6%	-2	-12%
64. CCCCNC(=S)NNC(=O)c1ccc2c(c1)OCO2
    26%	-4%	-9	15%	-8%	2	-12%
65. Cc1ccnc(NS(=O)(=O)c2ccc(NC(=O)CN3C(=O)CCC3=O)cc2)n1
    -5%	2%	15	48%[activator]	11%	-3	-28%
66. CC(C)Cn1cnc2c1c(=O)n(CC(=O)NC(=O)NC(C)(C)C)c(=O)n2Cc1ccccc1
    2.9µM*	3%	-7	?	0%	12	66%[activator]
67. COc1ccc(C2(C(=O)O)CCCC2)cc1
    -3%	-1%	-17	-11%	0%	4	-21%
68. CC1CC(C)CN(CCCNC(=O)C2CCCN(S(=O)(=O)N3CC(C)CC(C)C3)C2)C1 (stereo not given)
    1%	0%	-10	13%	0%	9	-7%
69. CC1CN(C(=O)c2ccccc2)OC(c2ccc3c(c2)OCO3)O1 (stereo not given)
    ?	-1%	-14	7%	-5%	-1	15%
70. COC(=O)c1c(C)oc2c1cc(NS(=O)(=O)c1cccs1)c1ccccc12
    nt	-6%	-7	?	2%	-4	11µM*
71. O=C(c1cc(-c2ccccc2)nc2ccccc12)N1CCCc2ccccc21
    2.9µM*	-1%	-6	?	-3%	13	-19%

# Screens (PubChem BioAssay)
